# NPYLR7 ag = activates Aedes aegypti NPYLR7 receptor; HEK293T NPYLR7/Galpha15, GCaMP6s calcium fluorescence; activation, % at 10 µM; 270,000 compounds, 0.15% hits; in the data active means activation above about 40%;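 further: 0% = vehicle and 100% = reference agonist at the receptor; some compounds past the cut are filed as inactive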
# hcGAS lum = human cGAS inhibition; recombinant h-cGAS, ATP depletion, Kinase-Glo luminescence; inhibition, % at 12.5 µM; 290,000 compounds, 0.081% hits; AID 1259398;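 further: 0% = vehicle reaction and 100% = reaction without DNA for no activity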
# Target sequence (Q8N884 whole entry, looked up): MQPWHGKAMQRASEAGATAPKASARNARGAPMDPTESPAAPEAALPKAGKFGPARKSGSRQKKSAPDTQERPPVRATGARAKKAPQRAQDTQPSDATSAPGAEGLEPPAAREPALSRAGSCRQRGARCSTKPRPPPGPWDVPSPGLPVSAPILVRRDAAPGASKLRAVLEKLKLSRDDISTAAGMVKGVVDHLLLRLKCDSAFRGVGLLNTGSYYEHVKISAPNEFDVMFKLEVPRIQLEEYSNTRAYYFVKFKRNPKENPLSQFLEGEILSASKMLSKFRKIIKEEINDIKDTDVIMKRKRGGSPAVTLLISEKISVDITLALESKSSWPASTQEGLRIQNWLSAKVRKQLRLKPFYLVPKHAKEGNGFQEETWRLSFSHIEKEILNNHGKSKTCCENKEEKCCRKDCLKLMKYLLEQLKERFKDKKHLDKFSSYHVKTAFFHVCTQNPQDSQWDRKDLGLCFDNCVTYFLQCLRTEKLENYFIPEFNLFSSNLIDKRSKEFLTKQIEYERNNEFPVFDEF
# mcGAS inh = blocks mouse cGAS activity. inhibition, % at 12.5 µM. AID 1259399. 160,000 compounds, 0.15% hits. recombinant cGAS, Kinase-Glo ATP depletion luminescence. Q8C6L5;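 further: 0% = negative control wells and 100% = reference inhibitor with no enzyme activity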
# * hit, by the source's call; x = not tested or not shown; & = joins results of further samples. Unless noted, no stated cut-off is given here; in the data, active means inhibition above about 40%; inactive means the rest. Random draw from the library. About 0.27% of those tested had a hit in this group.
no.	mol	NPYLR7 ag	hcGAS lum	mcGAS inh
1	O=C(CN1CCN(C(=O)c2cccnc2)CC1)Nc1ccc(F)cc1	0	-7	-9
2	Cc1cc(Oc2cc(N3CCN(c4ccccc4F)CC3)ncn2)ccc1Cl	-4	-4	-10
3	O=C(O)[C@H]1[C@H]2O[C@H](C[C@@H]2c2ccccc2)[C@H]1C(=O)O	3	-3	x
4	COc1ccc(OC)c(-c2nc3ccccc3nc2C)c1	-1	-3	-11
5	COCCN(Cc1cc(NC(=O)C2CC2)ccc1N(C)C)S(=O)(=O)c1ccc(F)cc1	30	-8	-3
6	O=c1[nH]c(COc2ccc(F)cc2)nc2sc3c(c12)CCC3	-20	-3	x
7	COCCn1cc(NC(=O)C2(C)CC2(Cl)Cl)ccc1=O (stereo not drawn)	7	4	x
8	O=C(NC1CC1)C1CCN(c2ccc(-c3ccc(F)cc3)nn2)CC1	-11	-2	-5
9	CS(=O)(=O)N1CCC(NCc2cccc(-n3cccn3)c2)CC1	4	-1	-13
10	CC(=O)N1CCN(c2c(C)cnc3c2c(=O)n(CC(=O)NC(C)(C)C)c(=O)n3C)CC1	3	-11	-7
11	O=C(NCCNC(=O)C1CCN(C(=O)Cc2cccs2)CC1)c1ccccc1	x	-6	-10
12	O=C(c1ccco1)N1CCN(c2nc(Cc3ccccc3)nc3onc(-c4cccc(Oc5ccccc5)c4)c23)CC1	15	-3	-6
13	CCN(CC)C(=O)c1sc(NC(=O)C2CC2c2ccccc2)c(C#N)c1C (stereo not drawn)	-2	-1	x
14	FC(F)(F)c1ccc(N2CCN(c3nccs3)CC2)nc1	14	-6	x
15	CSc1ccc(CN2CCC2(C)C(=O)Nc2ccc3c(c2)OCCO3)cc1 (stereo not drawn)	0	-10	x

# Of the compounds above, 2 have a Cl atom.
no.	mol	NPYLR7 ag	hcGAS lum	mcGAS inh
2	Cc1cc(Oc2cc(N3CCN(c4ccccc4F)CC3)ncn2)ccc1Cl	-4	-4	-10
7	COCCn1cc(NC(=O)C2(C)CC2(Cl)Cl)ccc1=O (stereo not drawn)	7	4	x

# (more compounds)
no.	mol	NPYLR7 ag	hcGAS lum	mcGAS inh
16	CCS(=O)c1ccccc1C(=O)Nc1ccncc1 (stereo not drawn)	4	-9	-6
17	O=C(COC(=O)c1ccc[nH]1)Nc1c(F)cccc1F	2	-5	x
18	O=C(c1cccs1)C(Br)C(Br)c1ccc([N+](=O)[O-])cc1 (stereo not drawn)	3	-10	x
19	CN(Cc1ccc(F)cc1F)C(=O)c1ccc(NC(=O)OC(C)(C)C)cc1	12	-9	x
20	CN(Cc1ccccc1)Cc1nc2c(c(=O)n(C)c(=O)n2C)n1Cc1ccccc1F	-17	3	x
21	CC(C)CC(=O)N1CCC(NC(=O)c2ccc(-c3ccccc3)[nH]2)CC1	13	-3	-9
22	CCOC(=O)Cn1c(=NC(=O)c2ccn(C)n2)sc2cc(F)cc(F)c21	4	5	-3
23	O=C1CCCN1CC1CCCN(Cc2ccc3cccc(O)c3n2)C1 (stereo not drawn)	17	-4	x
24	C=CCN(C(=O)CCNC(=O)c1ccccc1F)C1CCCC1	5	-4	x
25	CC(=O)c1c(C)nc(-c2ccc(Cl)c(Cl)c2)n1O	20	-9	x
26	CCOC(=O)c1c(C)[nH]c(C(=O)OCC(=O)N(C)Cc2ccc3cc(OC)ccc3c2)c1C	30	-11	x
27	O=C(C1=NN(Cc2nc(C3CC3)no2)c2ccccc2S1(=O)=O)N1CCCC1	-9	2	x
28	Fc1cccc(NC2CCCN(Cc3cnc(N4CCCC4)s3)C2)c1 (stereo not drawn)	1	-3	-11
29	Cc1ccc(N2CCN(C(=O)c3ccc([N+](=O)[O-])c(C)c3)CC2)c(C)c1	4	1	x
30	Cc1nc(CN2CCC(c3cc(C(C)C)n[nH]3)CC2)c2ccccn12	8	-4	-11

# Pulled by compound from above (7):
no.	mol	NPYLR7 ag	hcGAS lum	mcGAS inh
21	CC(C)CC(=O)N1CCC(NC(=O)c2ccc(-c3ccccc3)[nH]2)CC1	13	-3	-9
30	Cc1nc(CN2CCC(c3cc(C(C)C)n[nH]3)CC2)c2ccccn12	8	-4	-11
18	O=C(c1cccs1)C(Br)C(Br)c1ccc([N+](=O)[O-])cc1 (stereo not drawn)	3	-10	x
22	CCOC(=O)Cn1c(=NC(=O)c2ccn(C)n2)sc2cc(F)cc(F)c21	4	5	-3
23	O=C1CCCN1CC1CCCN(Cc2ccc3cccc(O)c3n2)C1 (stereo not drawn)	17	-4	x
25	CC(=O)c1c(C)nc(-c2ccc(Cl)c(Cl)c2)n1O	20	-9	x
20	CN(Cc1ccccc1)Cc1nc2c(c(=O)n(C)c(=O)n2C)n1Cc1ccccc1F	-17	3	x

# Next section
no.	mol	NPYLR7 ag	hcGAS lum	mcGAS inh
31	Cc1cc(Oc2cccc(F)c2)nc(SCc2cccc([N+](=O)[O-])c2)n1	-6	-4	-5
32	COc1ccc(-c2cc(C(=O)N3CCC(C(N)=O)CC3)n3nc(C(C)(C)C)cc3n2)cc1	18	2	-4
33	O=C(c1cn(C/C=C/c2ccccc2)nn1)N1CCN(Cc2cccs2)CC1	15	-14	x
34	COc1ccccc1OCc1nc(CN(CC(C)C)C(=O)c2ccccc2F)cs1	9	-5	-7
35	Cc1[nH]c2c(C(=O)N(C)CC(C)O)cccc2c1C (stereo not drawn)	-1	-5	x
36	CC[N+](C)(C)c1cccc(O)c1	-21&23&-5&-3	4&-5&-4&0&2	-4&-1
37	O=C(NCC1Cc2ccccc2O1)c1ccc(Cl)s1 (stereo not drawn)	8	-16	x
38	Cn1c(N)c(C(=O)COC(=O)CC2CC3CCC2C3)c(=O)n(C)c1=O (stereo not drawn)	9	-6	-6
39	O=C(NC1CCN(C(=O)c2cn(-c3ccccc3)nn2)CC1)c1ccc2ccccc2n1	-9	1	x
40	COc1ccc2oc(=O)c(C(=O)Oc3ccc(F)cc3)cc2c1	4	-8	x
41	COc1ccccc1/C=N\NC(=O)C(NC(=O)c1ccccc1)c1n[nH]c(=O)c2ccccc12 (stereo not drawn)	-13	-1	-5
42	CCN(Cc1cccs1)C(=O)c1ccc(-c2cccs2)nc1C	12	-7	x
43	COc1cccc(-c2nc(CN(C)C3CCCc4ccccc43)c(C)o2)c1OC (stereo not drawn)	16	-4	x
44	COc1cccc(NC(=O)C(C2CCCC2)N2CCNCC2)c1 (stereo not drawn)	0	8	x
45	COCCCNC(=O)c1cc(NC(=O)COc2ccc(Cl)cc2)ccc1N1CCCC1	3	-3	-6
46	COCCn1c(CN2CCCC(C)C2)nc2c1c(=O)n(C)c(=O)n2C (stereo not drawn)	1	-4	-9
47	COc1cc(CNc2nn[nH]n2)cc(Cl)c1OCc1ccccc1	-11	-5	x
48	Cc1ccc(OCCCn2nc(C(N)=O)ccc2=O)cc1C	-2	-9	-15
49	COc1ccc(-n2ccc3c(cnc4ncnn43)c2=O)cc1	5	-10	x
50	N#CC1CC(=O)N(c2ccc(F)c(F)c2)C1=N (stereo not drawn)	3	5	x
51	COc1cccc(NC(=O)N(Cc2cccc(OS(=O)(=O)c3cccc(C(F)(F)F)c3)c2)CC(C)C)c1	x	-14	-5
52	CCc1cccc(C)c1Nc1n[nH]c(=S)s1	3	-5	x

# Assay outcomes from PubChem BioAssay.
